# Screens as filed in PubChem BioAssay.
# H37Rv inhibition: M. tuberculosis growth inhibition, HTS (AID 449762) | M. tuberculosis H37Rv growth inhibition, 7H9 media; higher % means a stronger effect | one-dose inhibition, % at 25 µM; IC50 in µM for titrated hits | 330,000 tested, 0.59% active; in the data active = a potency from the dose series; inconclusive = inhibition above about 70% without an active follow-up result;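 note: bacterial growth assessed after seven days of incubation; strong numbers were not always called active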
# VEEV TC-83 Vero: inhibitors of VEEV TC-83 cytopathic effect, confirmation, Vero cells (AID 588727); Vero cells, VEEV TC-83 cytopathic effect inhibition; higher % means a stronger effect; inhibition, % at 20 µM, or IC50 in µM where a hit was titrated; 350,000 tested, 0.13% active; in the data active = a potency from the dose series; inconclusive = inhibition mostly from about 14% at the one dose, without a potency; inactive = the rest, 99 in 100 with inhibition below about 12%; note: strong numbers were not always called active
# influenza NS1A: H1N1 influenza NS1A inhibitors, functional cell based assay (AID 504329) | NS1A functional cell-based assay, percent inhibition; higher % means a stronger effect | 340,000 tested, 0.3% active | inhibition, % at 12.5 µM; hits with a dose series show IC50 in µM; in the data active = a potency from the dose series; inconclusive = inhibition above about 27% without an active follow-up result; note: strong numbers were not always called active
# Salmonella PhoP GFP: Inhibition of PhoP regulon, Salmonella typhi GFP reporter cells, confirmation, 4 h (AID 1850) | Salmonella Typhi PhoP-promoter GFP reporter, fluorescence, 4 h; higher % means a stronger effect | inhibition, % at 50 µM; hits with a dose series show IC50 in µM | 310,000 tested, 0.33% active; in the data active = a potency from the dose series; inconclusive = inhibition mostly from about 25% at the one dose, without a potency; inactive = the rest, 99 in 100 with inhibition below about 19%;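 note: 0% = induced wells with vehicle and 100% = uninduced wells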
# M. tuberculosis: growth inhibition of non-replicating M. tuberculosis (AID 488890); Mycobacterium tuberculosis non-replicating, growth inhibition; higher % means a stronger effect; inhibition, % at 25 µM; hits with a dose series show IC50 in µM; 320,000 tested, 0.39% active; in the data active = a potency from the dose series; inconclusive = inhibition mostly from about 82% at the one dose, without a potency; inactive = the rest, 99 in 100 with inhibition below about 76%;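 note: plate controls were DMSO cells for no effect and high antibiotic wells for full effect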
# VEEV TC-83 Vero 10K pilot screen: also measured in VEEV TC-83 Vero; calls as there; inhibition, %; measured here: 10K pilot screen inhibition
# Starred values were filed as active, the others as inactive; i = inactive; ? = inconclusive; . = no result given.
SMILES,H37Rv inhibition,VEEV TC-83 Vero,influenza NS1A,Salmonella PhoP GFP,M. tuberculosis,others
CCCC(=O)c1ccc(N2CCN(C(=O)c3ccc(Br)cc3)CC2)c(F)c1,17%,i,2%,3%,-11%,
CC(C)c1ccc(/C=N/NC(=O)c2nnn(-c3nonc3N)c2CSC2=NCCS2)cc1,12%,2.6%,0%,2%,34%,
CCOC(=O)C1CCCN(C(=O)c2ccc([N+](=O)[O-])c(C)c2)C1 (stereo not drawn),-5%,i,5%,2%,-24%,
O=C(Nc1cccc(S(=O)(=O)N2CCCCC2)c1)C1=NN(c2ccccc2)C(=O)CC1,-7%,5.6%,-6%,.,18%,
Cc1cccc(OCc2nnc(SCc3nc4cc(C(F)(F)F)ccc4c(=O)[nH]3)o2)c1,8%,i,2%,-14%,25%,
Cc1ccccc1OCCN1C(=O)C(=O)c2cccc(C)c21,7%,i,3%,3%,4%,
Cc1cc(C)c(NC(=O)COc2ccc(-n3cnnn3)cc2)c(C)c1,-6%,i,-7%,-4%,22%,
O=C1CSC(c2ccccn2)N1c1ccccc1F (stereo not drawn),0%,1.5%,2%,2%,10%,
CCn1c(/C=C/N(C)c2ccccc2)[n+](CC)c2ccc(Cl)cc21,1%,i,0%,20%,51%,
Cc1csc(=O)n1CC(=O)OCC(=O)NC(C)c1ccc(F)cc1 (stereo not drawn),0%,0.5%,-2%,.,-2%,
CC1(c2ccccc2)NC(=O)N(CC(=O)N2CCN(S(=O)(=O)c3c(F)cccc3F)CC2)C1=O (stereo not drawn),-3%,5.3%,-4%,.,18%,
CCCCN(C(=O)Cc1coc2cc(C)c(C)cc12)c1c(N)n(Cc2ccccc2)c(=O)[nH]c1=O,-2%,4.3%,-2%,2%,26%,
COc1ccc(-c2cc3nc(C)c(CCC(=O)NCc4ccco4)c(C)n3n2)c(OC)c1,1%,11%,-8%,-1%,54%,
CC(C)Cn1nc(C(=O)Nc2nnc(C3CC3)s2)c2ccccc2c1=O,7%,1.0%,6%,.,39%,
O=c1[nH]c(N2CCN(c3ccccc3)CC2)nc2c1CCC2,3%,i,-2%,16%,-9%,
COc1ccc2cc(C(=O)N3CCN(Cc4ccc5c(c4)OCO5)CC3)[nH]c2c1,0%,1.1%,2%,16%,6%,
CCC(C)(C)n1nnnc1C(c1ccccc1OC)N1CCSCC1 (stereo not drawn),-3%,0.6%,5%,-4%,24%,
N=c1c[n+](CC23CC4CC(CC(C4)C2)C3)[n-]o1,4%,i,-11%,5%,18%,
CC1CCN(C(=O)COC(=O)CCC(=O)c2ccc(F)cc2)CC1,-8%,.,.,.,-5%,
COC(=O)c1[nH]c2ccccc2c1NC(=O)c1c(F)cccc1F,3%,0.1%,7%,-4%,-5%,
O=C(COC(=O)/C=C/c1ccccc1)NC1CCCCCC1,.,4.7%,-5%,.,.,
CC[C@@]1(C(=O)OC)N[C@H](CN(C)C(C)=O)[C@@H]2C(=O)N(C)C(=O)[C@@H]21,3%,i,-28%,.,-1%,
CCOC(=O)C1CCN(C(=O)C2CCN(c3ncnc4c3nc3n4CCCCC3)CC2)CC1,51%,i,-2%,12%,-2%,
CC(c1ccccc1F)n1cc(C(=O)NCCCn2ccnc2)nn1 (stereo not drawn),-1%,0.3%,2%,-5%,-11%,
Cc1cc(C)cc(N(CCC#N)C(=O)COC(=O)c2ccc(OCc3c(C)noc3C)cc2)c1,54%,8.3%,-13%,4%,22%,
NC(=O)CCN1CCN(S(=O)(=O)/C=C/c2ccccc2)CC1,-2%,1.6%,6%,14%,-3%,
COCCNC(=S)N/N=C(\C)CCc1ccc2c(c1)OCO2,8%,i,-4%,5%,69%,
CCNc1nc(N)c(C(=O)C23CC4CC(CC(C4)C2)C3)s1,-7%,4.3%,2%,4%,10%,
CC(C)Cn1nnc2c(=O)oc3ccccc3c21,?,1.4%,4%,-7%,?,
COc1ccc(NS(=O)(=O)c2ccc(OCC(=O)N3CCCC3)cc2)cc1,6%,i,-4%,-2%,11%,
Cc1ccccc1NC1C=CS(=O)(=O)C1 (stereo not drawn),0%,0.3%,-8%,-3%,0%,
CC(NC(=O)NCc1cccnc1)(C(F)(F)F)C(F)(F)F,-12%,i,-8%,-2%,8%,
OCC1(Cc2cccc(Cl)c2)CCCN(Cc2cn[nH]c2C2CCCCC2)C1 (stereo not drawn),0%,i,0%,5%,34%,
N/C(=N/S(=O)(=O)c1ccccc1)c1cccc([N+](=O)[O-])c1,4%,1.9%,-4%,-17%,24%,
CSc1nnc(Cn2c(=O)sc3ccccc32)n1C,2%,i,7%,-3%,-36%,
CC(C)(C)OC(=O)N[C@@H](Cc1ccccc1)C(=O)N1CCC(C(=O)NCC(=O)O)CC1,-2%,0.2%,-18%,-5%,-11%,
Cc1ccc(-c2cc(C(F)(F)F)c(C#N)c(SCCC#N)n2)o1,-1%,i,-11%,-5%,1%,
COc1ccc(C(=O)Nc2ccc(C(=O)Nc3cccc(C)c3)cc2)cc1,-10%,8.6%,-4%,-6%,0%,
COc1ccc(C=O)cc1COc1ccc([N+](=O)[O-])c(C)c1,60%,3.5%,0%,2%,43%,
C/C(N)=C(/C#N)C(=O)CSc1nnnn1-c1ccccc1,4%,0.8%,6%,3%,-7%,

# The last five records of the section above are carried over, then new ones follow.
SMILES,H37Rv inhibition,VEEV TC-83 Vero,influenza NS1A,Salmonella PhoP GFP,M. tuberculosis,others
CC(C)(C)OC(=O)N[C@@H](Cc1ccccc1)C(=O)N1CCC(C(=O)NCC(=O)O)CC1,-2%,0.2%,-18%,-5%,-11%,
Cc1ccc(-c2cc(C(F)(F)F)c(C#N)c(SCCC#N)n2)o1,-1%,i,-11%,-5%,1%,
COc1ccc(C(=O)Nc2ccc(C(=O)Nc3cccc(C)c3)cc2)cc1,-10%,8.6%,-4%,-6%,0%,
COc1ccc(C=O)cc1COc1ccc([N+](=O)[O-])c(C)c1,60%,3.5%,0%,2%,43%,
C/C(N)=C(/C#N)C(=O)CSc1nnnn1-c1ccccc1,4%,0.8%,6%,3%,-7%,
CCCc1[nH]nc2c1C(C1CC=CCC1)C(C#N)=C(N)O2 (stereo not drawn),4%,22%,-6%,7%,-4%,
COC(=O)CSc1nnc(CNS(=O)(=O)c2ccc(Cl)cc2)n1C,-2%,0.7%,4%,1%,0%,
COC(=O)C1=CN(c2ccc(OC)cc2)C=C(C(=O)OC)C1c1ccc([N+](=O)[O-])cc1,-2%,5.3%,11%,-1%,-8%,
O=C(NCC1CCCO1)c1ccc2c(=O)n(Cc3cccc(Br)c3)c(=S)[nH]c2c1 (stereo not drawn),-3%,0.1%,9%,-11%,16%,
CCC(CC)C(=O)NCCc1ccc(OC)c(OC)c1,-4%,2.0%,3%,-4%,-9%,
O=c1[nH]c(=S)[nH]c(O)c1C(c1ccccn1)c1c(O)[nH]c(=S)[nH]c1=O,2%,0.4%,2%,3%,-11%,
Cc1nc2cc(C(=O)N3c4ccccc4CC3C)ccc2s1 (stereo not drawn),2%,i,7%,-9%,-24%,
Cc1nc2ccccc2c2c1C(=O)N(c1ccc(C(=O)O)cc1)C2=O,-2%,1.3%,-7%,-14%,-4%,
O=C(Cc1c(F)cccc1Cl)Nc1ncc([N+](=O)[O-])s1,7%,5.8%,-4%,-1%,i,
COc1cc(NC(=O)CN(C)C2CCCCC2)c(C)cc1[N+](=O)[O-],-3%,1.9%,-1%,-14%,26%,
CCN(CC(=O)Nc1ccc2c(c1)OCCO2)C(=O)/C=C/c1cccc(C(F)(F)F)c1,-13%,2.1%,-14%,.,-3%,
Cc1ccc(-c2csc3nc4cc(C(N)=O)ccc4c(=O)n23)cc1,0%,0.5%,6%,8%,15%,
CCOCCCNC(=O)c1c[nH]c2ccc(S(=O)(=O)Nc3cccc(OC)c3)cc2c1=O,3%,9.3%,2%,0%,22%,
O=S(=O)(NC(=NC1CCCCC1)c1ccccc1)c1ccc(F)cc1,5%,1.1%,-4%,9%,2%,
CCCCn1c(SCC(=O)N2CCOCC2)nnc1-c1ccoc1C,-7%,0.6%,-11%,0%,-5%,
Cc1ccc(OCC(=O)N(Cc2cccs2)C2CCS(=O)(=O)C2)cc1C (stereo not drawn),-2%,0.1%,21%,12%,-2%,
O=C(Nc1ccc(Br)cc1)Nn1cnnc1,-7%,2.6%,-3%,3%,-1%,
Cc1ccc(S(=O)(=O)Nc2nc3ccc(S(C)(=O)=O)cc3s2)cc1,3%,1.1%,-2%,3%,2%,
O=C(C[C@H]1C[C@H](C(=O)N2CCCCC2)[C@@]2(CCc3ccccc3)c3[nH]c4cc(-c5ccco5)ccc4c3CCN2C1=O)NCCC1=CCCCC1,.,i,8%,.,.,
Cc1cc(C)n(CCC(=O)N/N=C/c2ccc(O)cc2O)n1,3%,1.1%,11%,1%,-17%,
CCOC(=O)c1c(NC(=O)CSc2nnnn2-c2ccc3c(c2)OCO3)sc(C)c1C,-2%,1.6%,-15%,-8%,-3%,
COc1ccc(N2CCN(Cc3nc4c(c(=O)n(C)c(=O)n4C)n3C(C)C(C)=O)CC2)cc1 (stereo not drawn),-6%,1.4%,-2%,-10%,15%,
O=c1c(-c2ccccc2Cl)coc2c(CN3CCCCC3)c(O)ccc12,2%,i,23%,-4%,-8%,
Cc1ccc(C(=O)NCCCn2ccnc2)cc1C,-2%,0.2%,.,-21%,7%,
COc1ccc(/C=N/Nc2nc(-c3ccc(Cl)cc3)cc(C(F)(F)F)n2)cc1OC,?,8.5%,-4%,-7%,64%,
Cc1ccc(NC(=O)Nn2cnnc2)cc1Cl,-4%,1.5%,-4%,-5%,-9%,
COc1cc(/C=N/Nc2nc(C)cc(=O)[nH]2)cc(OC)c1O,11%,1.1%,-20%,-8%,-11%,
COc1ccc(N2CCN(C(=O)CCC(=O)N3CC(C)Oc4ccc(C)cc43)CC2)cc1 (stereo not drawn),1%,0.4%,9%,3%,5%,
CCC(C)NC(=O)Cn1c(=O)n(CCCC(=O)NCc2ccccc2Cl)c(=O)c2ccccc21 (stereo not drawn),-11%,6.2%,16%,-6%,6%,
Cc1nnc(SCC(=O)Nc2ccc(N(C)C)cc2)n(N)c1=O,0%,0.3%,-1%,-7%,-5%,
COC(=O)CC1=C(C(=O)OC)C2(C(=O)Nc3c(C)cccc32)C(C#N)=C(N)O1 (stereo not drawn),12%,i,-14%,-6%,-1%,
O=C(O)/C=C/c1cn(-c2ccccc2)nc1-c1cc2ccccc2o1,?,1.8%,-4%,-2%,16%,
O=[N+]([O-])c1ccc(Cl)cc1NCCCN1CCOCC1,7%,1.0%,-3%,-1%,3%,
Cc1csc(=O)n1CCC(=O)OCC(=O)c1c(N)n(C)c(=O)n(C)c1=O,0%,1.6%,-3%,-2%,-29%,
CN1CCN(c2nc(-c3ccc(Cl)cc3)nc3ccccc23)CC1,.,10%,0%,.,.,
CCN1CCN(c2ccc(NC(=O)c3cccnc3)cc2Cl)CC1,-6%,5.1%,4%,13%,-22%,
CCOC(=O)N1CCC(Nc2c(OCC)c(=O)c2=O)CC1,3%,1.1%,5%,.,.,
COC(=O)c1cc(Cl)c(NS(=O)(=O)c2ccccc2)cc1OC,2%,0.9%,-2%,2%,10%,VEEV TC-83 Vero 10K pilot screen=6.4
O=C(Cc1ccc(S(=O)(=O)N2CCOCC2)s1)N1CCN(S(=O)(=O)c2cccc(Cl)c2)CC1,2%,2.6%,-2%,-1%,11%,
CC(C)(C)CC(=O)Nc1ccc(Nc2ccccc2)cc1,-3%,0.7%,14%,5%,11%,
O=C(C[n+]1ccccc1)Nc1nc2ccccc2s1,-2%,0.5%,-3%,13%,-7%,
COc1ccc(OCCOC(=O)CNC(=O)c2ccc(Cl)cc2Cl)cc1,?,i,-2%,-1%,59%,
Cc1cc(N2CCN(C/C=C/c3ccccc3)CC2)n2ncnc2n1,-3%,i,-7%,-5%,0%,
CC(C)C[C@H](NC(=O)N1c2ccccc2NC(=O)[C@@H]1C(C)C)C(=O)N[C@@H](Cc1ccccc1)C(=O)O,-8%,0.4%,-7%,1%,19%,

# Quoted at random: 3 compounds from above, in no set order.
SMILES,H37Rv inhibition,VEEV TC-83 Vero,influenza NS1A,Salmonella PhoP GFP,M. tuberculosis,others
COc1ccc(OCCOC(=O)CNC(=O)c2ccc(Cl)cc2Cl)cc1,?,i,-2%,-1%,59%,
O=C(C[n+]1ccccc1)Nc1nc2ccccc2s1,-2%,0.5%,-3%,13%,-7%,
CC(C)C[C@H](NC(=O)N1c2ccccc2NC(=O)[C@@H]1C(C)C)C(=O)N[C@@H](Cc1ccccc1)C(=O)O,-8%,0.4%,-7%,1%,19%,
